ALOX12 inh: ALOX12 (human) lipoxygenase inhibition | P18054 | purified 12hLO, xylenol orange hydroperoxide absorbance | Potency, µM (top dose mostly 108 µM), for the others: top-dose activity change, negative = inhibition, most hits filed as inhibitors | actives 1.1% (n = 580,000) | AID 1671190; active = well fitted inhibition curve with a large enough effect; inconclusive = small, poorly fitted or top-dose-only effect, or another doubt; inactive = no such curve, though single readings can be large or run the other way
Target sequence (P18054 whole entry, looked up): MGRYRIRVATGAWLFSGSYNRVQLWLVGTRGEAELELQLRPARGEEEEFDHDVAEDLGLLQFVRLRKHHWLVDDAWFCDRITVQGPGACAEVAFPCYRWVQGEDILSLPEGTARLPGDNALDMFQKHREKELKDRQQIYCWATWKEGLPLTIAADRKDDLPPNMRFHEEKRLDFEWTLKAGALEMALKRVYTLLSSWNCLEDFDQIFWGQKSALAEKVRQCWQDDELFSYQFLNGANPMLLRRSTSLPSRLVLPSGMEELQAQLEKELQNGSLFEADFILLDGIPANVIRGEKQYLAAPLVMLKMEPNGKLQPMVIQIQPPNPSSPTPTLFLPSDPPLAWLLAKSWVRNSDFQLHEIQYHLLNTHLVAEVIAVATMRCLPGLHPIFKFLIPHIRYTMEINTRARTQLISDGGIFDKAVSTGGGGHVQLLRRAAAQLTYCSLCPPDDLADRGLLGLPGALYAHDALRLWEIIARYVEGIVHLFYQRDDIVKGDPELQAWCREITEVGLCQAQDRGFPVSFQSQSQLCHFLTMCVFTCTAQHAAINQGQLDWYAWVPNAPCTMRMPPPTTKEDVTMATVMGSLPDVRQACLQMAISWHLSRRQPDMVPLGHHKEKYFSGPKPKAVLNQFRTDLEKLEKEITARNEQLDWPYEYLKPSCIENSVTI
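Hydroperoxide product was detected by ferrous iron/xylenol orange as the 573 to 405 nm absorbance ratio. Arachidonic acid at 40 uM (final) was turned over for 30 min at room temperature by 150 nM human 12hLO, pH 7.0 Hepes buffer, after 15 min compound preincubation.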
* marks the source's active call; other numbers are inactive results; ? = inconclusive; [ ] = remark or other dose. % is set by controls: 0 for no effect and ±100 for the full control effect; potency is the fitted concentration of half-maximal effect. These rows are one share of the data. The share of hits here may be higher or lower than overall.

SMILES	ALOX12 inh
CCOc1ccc(NC(=O)c2ccc3c(O)c(S(=O)(=O)c4ccc(Cl)cc4)c(=O)[nH]c3c2)cc1	?
O=C([C@@H]1C[C@H](Oc2ccccc2)CN1C(=O)C1CCCC1)N1CCCC1	31%
COc1ccc(NCCN2CCCC2)cc1	?
O=C(NC1CCCCC1)[C@@H]1C[C@@H](O)CN1C1CCN(C(=O)c2ccsc2)CC1	56%[activator]
O=C(NCC1CCCCC1)C1CCN(C(=O)c2ncn3c2COC(c2ccc(F)cc2)C3)CC1 (stereo unspecified)	35%[activator]
COc1ccc2nc(SCC(=O)c3cc(C)n(C4CC4)c3C)[nH]c2c1	-6%
Cc1noc(C)c1C(=O)N1CCC2(CCCN(c3ccncc3)C2)CC1	9%[57.4 µM]
Cc1ccc(S(=O)(=O)N2CCN(C3CCN(Cc4ccccn4)C3=O)CC2)cc1 (stereo unspecified)	67%[activator]
Cc1cccnc1CN(C)C(=O)c1ccc2nc(-c3ccccc3)cn2c1	91%[activator]
CNCc1ccc(F)cc1	7%[12.5 µM]
CC(=O)N1CCN(c2ccc(N3CCN(Cc4ccccc4)[C@H](C)C3)c(C)c2)[C@H](C)C1	-6%
COc1ccc(S(=O)(=O)c2cc3cc(C)ccc3oc2=O)cc1	-11%
CCCCOc1ccc(NC(=O)c2cccc(Cl)c2)c2cccnc12	-6%
Cn1nc(C(=O)Nc2nc(-c3ccc4c(c3)OCCO4)cs2)c2ccccc2c1=O	-5%
CC(C)NC(=O)C1CCN(C(=O)N2CC3CC(C2)[C@H]2CCCC(=O)N2C3)CC1 (stereo partly specified)	13%

A portion of the results above, as a working copy:
SMILES	ALOX12 inh
CCOc1ccc(NC(=O)c2ccc3c(O)c(S(=O)(=O)c4ccc(Cl)cc4)c(=O)[nH]c3c2)cc1	?
O=C([C@@H]1C[C@H](Oc2ccccc2)CN1C(=O)C1CCCC1)N1CCCC1	31%
COc1ccc(NCCN2CCCC2)cc1	?
O=C(NC1CCCCC1)[C@@H]1C[C@@H](O)CN1C1CCN(C(=O)c2ccsc2)CC1	56%[activator]
O=C(NCC1CCCCC1)C1CCN(C(=O)c2ncn3c2COC(c2ccc(F)cc2)C3)CC1 (stereo unspecified)	35%[activator]
COc1ccc2nc(SCC(=O)c3cc(C)n(C4CC4)c3C)[nH]c2c1	-6%
Cc1noc(C)c1C(=O)N1CCC2(CCCN(c3ccncc3)C2)CC1	9%[57.4 µM]

(list continues)
SMILES	ALOX12 inh
Cn1ccnc1C(=O)N1CCc2nn(C)c(=O)n2CC1	24%
CC(=O)NC(C(=O)NCc1ccc(C)cc1)C1CCCC1 (stereo unspecified)	0%
CC(=O)N1CCCN(c2ncnc3c2CN(C2CCCNC2)C(=O)CN3C)CC1 (stereo unspecified)	?
CCOC(=O)C[C@@H]1C[C@@H](C(C)C)[C@H](CNC(=O)c2cccnc2)C=C1C	36%[activator][176 µM]
COc1ccc(CCC(=O)N2CC(F)(F)C[C@H]2c2nnc(C)o2)cc1	24%
CCOC(=O)c1ccc(NC(=O)c2sc3nc(-c4ccncc4)ccc3c2N)cc1	?
O=C1CN(C(=O)C2CCN(c3nc4ccccc4o3)CC2)CCN1	-8%
O=C(c1cccnc1)C1CCCN(Cc2ccc3c(c2)CN(C(=O)c2ccc4[nH]ccc4c2)CCO3)C1 (stereo unspecified)	13%
CS(=O)(=O)N1CCC2(CC1)C(=O)NCN2C(=O)Cc1cccc(Cl)c1	11%[6.33 µM]
CCCCN(C)C(=O)CCNC(=O)Cn1cnc2sc3c(c2c1=O)CCCC3	1%
COCCN1Cc2nc(Nc3ccc(C(F)(F)F)cc3)ccc2OCC1=O	14%[176 µM]
O=C(NCc1ccccc1)C1c2ccccc2OCC(=O)N1C1CC1 (stereo unspecified)	?
COc1cccc(CC(=O)N2CCC([C@@H]3CNC[C@H]3CO)CC2)c1	?
O=C(Cn1nc2c(cc1=O)CCCC2)NC1CCN(Cc2ccc(F)cc2)CC1	46%[activator]
O=C(CCc1ccccc1)N1CCc2nc3cc(-c4ccccc4)[nH]n3c(=O)c2C1	-2%
CC(=O)N1CCN(C(=O)c2c(C)oc3c2CN(Cc2ccc(F)cc2)CC3)CC1	?
CN1CC(=O)N(c2ccc(Cl)cc2)Cc2c(NCc3ccc(F)cc3)ncnc21	9%
Nc1nc(CN2CCN(C(=O)c3ccc(F)cc3)CC2)nc2ccccc12	91%[activator]
CCCCN(Cc1ccccc1)c1ccc(C(=O)O)cc1NS(=O)(=O)c1ccc(CC(C)C)cc1	14µM*
CCCS(=O)(=O)NCc1cccnc1Oc1ccc(F)c(F)c1	0%
CCc1c2c(nc3ccc(O)cc13)-c1cc3c(c(=O)n1C2)COC(=O)[C@]3(O)CC	198%[activator]
Cc1cnc(C2CC2)n1CC1CCN(C(=O)C2CC2)CC1	20%
O=C(CCNC(=O)C1CCCC1)NCCc1ccccc1	26%
Cc1ccc(C2NC(=O)N(CC(=O)N3CCN(c4ccccc4)CC3)C3=C2C(=O)OC3)cc1 (stereo unspecified)	12%
O=c1oc2ccccc2cc1-c1nnc(Nc2cccc3ccccc23)s1	43%[activator]
NCCCn1c2ccccc2c2ccccc21	9%
Cn1c(=O)[nH]cc(CC(=O)N2CCC3(CC(=O)NC3=O)C2)c1=O (stereo unspecified)	5%
O=C1N[C@H](CCC(=O)N2CCC(c3nnc4ccccn34)CC2)C(=O)Nc2ccccc21	41%[activator]
O=C(Cn1ccc(=O)[nH]c1=O)NC(c1ccc(Cl)cc1)c1cccs1 (stereo unspecified)	-30%
O=C(C1CC1)N1CCCC1c1nc(C2CCOCC2)no1 (stereo unspecified)	37%

The closing 3 compounds of the section before are carried over, then new ones follow.
SMILES	ALOX12 inh
O=C1N[C@H](CCC(=O)N2CCC(c3nnc4ccccn34)CC2)C(=O)Nc2ccccc21	41%[activator]
O=C(Cn1ccc(=O)[nH]c1=O)NC(c1ccc(Cl)cc1)c1cccs1 (stereo unspecified)	-30%
O=C(C1CC1)N1CCCC1c1nc(C2CCOCC2)no1 (stereo unspecified)	37%
CCOc1cccc(-c2nc(C(=O)NCC3CCCO3)cs2)c1 (stereo unspecified)	39%[activator]
CCCNC(=O)C1COC2(CCN(C(=O)c3cccc(OC)c3)CC2)N1C(=O)c1cccc(F)c1 (stereo unspecified)	87%[activator]
Cc1cc(O)c(-c2n[nH]c3c2C(c2ccccc2F)N(CCCO)C3=O)cc1Cl (stereo unspecified)	-2%
Fc1cc(F)cc(Cc2nc3nccc(-c4ccccc4)n3n2)c1	25%
COC(=O)N/N=C/c1ccc(OCCCOc2ccc(Cl)cc2)cc1	-8%
O=C(CSc1nc(-c2cccs2)cc(C(F)(F)F)n1)NC1CCCCC1	-23%
CN1Cc2ccc(Nc3ccccc3)nc2C(C)(C(=O)NCc2cccs2)C1 (stereo unspecified)	1%[176 µM]
N#Cc1ccc(CN2CCn3c(nnc3-c3ccc(Cl)cc3)C2)cc1	1%[6.33 µM]
CC(C)c1ccc(CNC(=O)c2ccc(Cn3ccn4nc5c(c4c3=O)CCCC5)cc2)cc1	3%
COCCCNC(=O)c1ccccc1-c1ncc(-c2ccccc2F)o1	-9%
NCC(=O)N1CCC2(CC1)CN(C(=O)Cc1cccc(Cl)c1)CCO2	11%[6.33 µM]
Cc1ccc2c(C)c(C(=O)NC3CC(c4nnc(CN(C)C)n4C)C3)oc2c1 (stereo unspecified)	11%
COc1cccc(C(C(=O)NC2CCCC2)N2CCN(c3ncccc3C#N)CC2)c1OC (stereo unspecified)	1%
Nc1nc2c(ncn2[C@@H]2O[C@H](C(=O)N[C@@H](Cc3ccccc3)C(=O)NCc3ccccc3)[C@@H](O)[C@H]2O)c(=O)[nH]1	7%
O=C(C[C@@H]1C[C@H]2O[C@H](CNC3CCOCC3)[C@@H](O)[C@H]2O1)N1CCOCC1	7%[176 µM]
O=C(Cn1nnc2sc(-c3ccccc3)cc2c1=O)Nc1ccc(F)c(Cl)c1	-26%
Cc1noc(C)c1[S+](=O)([O-])N1CCC2(CC1)C(=NC1CCCCC1)NC(=O)N2c1cccnc1	34%
Cc1cccc(Nc2nc(N)c(C(=O)c3cc(C)ccc3C)s2)c1	-17%
CC(=O)c1ccc(NC(=O)c2ccc(C)cc2Cl)cc1	-23%
Cc1cnc(C(=O)N[C@@H]2CCC[C@@H]2C(=O)NC2CCCC2)cn1	-2%
CC(C(=O)N1CCn2nc(Cc3ccccc3)cc2C1)c1ccc(O)cc1 (stereo unspecified)	19%
CC(C)c1c(C(=O)NCC2(N3CCOCC3)CCCC2)cnn1-c1nccc(-c2cccs2)n1	4%
O=c1cc(-c2cccnc2)oc2c(-c3ccccc3O)nccc12	2%[176 µM]
O=C(CCC1CCN(C(=O)c2ccccc2)CC1)NCC1CCCCC1	17%
Cc1cccc(NC(=O)Cn2c(-c3cnccn3)nc(C)c(CCO)c2=O)c1C	13%
CC(=O)NNC(=S)Nc1ccccc1C(F)(F)F	67%[activator]
O=C(COc1ccccc1)N[C@H]1[C@H](O)[C@H](O)C[C@@H]1c1ccc(C(F)(F)F)cc1	10%[176 µM]
COC(=O)[C@]12C[C@H](CC(=O)N3CCOCC3)C(=O)N(CCC3=CCCCC3)C1=C[C@H](C(C)(C)C)O[C@@H]2C	11%
O=C(c1cccs1)N1CC[C@@H]2COCCN(Cc3cccnc3)[C@@H]2C1	38%
Cn1ccc2c(C(=O)NCCC(N)=O)nc(-c3cccc(CO)c3)cc21	2%[176 µM]
Cc1cccc(Cl)c1NC(=O)CN1C(=O)NC2(CCC(C)CC2)C1=O (stereo unspecified)	20%
CCOC(=O)C(C)Oc1cccn2c(=O)c(-c3cc(C)n(-c4cccc(F)c4)n3)c(C)nc12 (stereo unspecified)	?
CCOc1ccc(NC(=O)c2cc(C)nc3ccccc23)cc1OC	6%
CC(C)N(C)Cc1ccc(-c2nc(-c3cccnc3)cc(=O)[nH]2)cc1	-4%
CCOc1ccc(CC(=O)N2CCN(C(=O)c3nnn4c3COC(c3ccc(C)cc3)C4)CC2)cc1 (stereo unspecified)	29%
O=c1cc(CN2CCCC(c3nccn3Cc3ccccc3)C2)[nH]c(=O)[nH]1 (stereo unspecified)	62%[activator]
COC(=O)[C@@]12C[C@@H](CC(=O)N3CCOCC3)C(=O)N(Cc3ccc4c(c3)OCO4)C1=CCC(C)(C)C2	-1%
COCCN1CCOC[C@H]2CCN(C(=O)c3cccc4[nH]ccc34)C[C@H]21	50%[activator]
O=C(N[C@@H]1COCC[C@@H]1OCc1ccccc1)c1n[nH]c2c1COCC2	23%
CC(Sc1nc(Cl)nc2nc[nH]c12)C(=O)N1CCN(c2ccccc2)CC1 (stereo unspecified)	27%
COc1ccc(-c2nnc(C[C@@H]3C[C@@H](C(C)C)[C@H](CNCc4ccco4)C=C3C)o2)cc1	44%[activator]
Cc1cccc(Nc2nc3ccccc3nc2NS(=O)(=O)c2cccc(Cl)c2)c1	-13%
Cc1oc(-c2ccccc2)nc1CC(=O)N(C1CC1)C(C)c1ccco1 (stereo unspecified)	-54%
CCCS(=O)(=O)N1CCCC(Cc2noc(-c3ccncc3)n2)C1 (stereo unspecified)	23%
O=C(CCC[C@H]1NC[C@@H]2CC1CN(Cc1ccccc1)C2)N1CCCC1	11%
C[C@@H]1CN(C(=O)Cc2cc(F)cc(Cl)c2)CC[C@]1(C)O	-22%
CCc1nc(-c2c3n(c(=O)n(Cc4ccc(F)c(F)c4)c2=O)CCCCC3)no1	-8%
COc1ccc2cc(C(=O)N3C[C@@H](Oc4ccccc4)C[C@H]3C(=O)N3CCOCC3)[nH]c2c1	-1%
O=C(Nc1ccccc1)c1c[nH]c2ccc(F)cc2c1=O	-14%
Cc1ccc(-c2cc(C(=O)NC(C)C(=O)N(C)C)c3ccccc3n2)o1 (stereo unspecified)	?
CCN1CCN(c2ccc3nnc(C(C)C)n3n2)CC1	37%
COCc1ccc2c(c1)c(OC(C)(C)C(=O)NC1CC1)nn2CCC(C)C	22%[176 µM]
CCOc1ccccc1C1NC(=O)N(CC(=O)Nc2cccc(SC)c2)C2=C1C(=O)OC2 (stereo unspecified)	-6%
O=C(CCc1nnn2c1CN(S(=O)(=O)c1ccccc1)CC2)NC1CC1	26%
Cc1ccc(C)c(Cn2c(N3CCC(C(=O)N4CCCCC4)CC3)nc3ccccc32)c1	-2%
CCC(C(=O)N1CCCN(c2cc(-c3ccc(OC)cc3)[nH]n2)CC1)c1ccccc1 (stereo unspecified)	54%[activator]
C#CC[N+](C)(CC#CC=C)Cc1ccccc1 (stereo unspecified)	17%
CCc1ccc(OCC(=O)Nc2cc3c(cc2S(=O)(=O)c2ccc(C)cc2)n(C)c(=O)n3C)cc1	?
O=C(CSc1nnc(-c2ccc3c(c2)OCO3)o1)NC1CCCC1	0%
COCC(=O)NC[C@H]1CCN(Cc2ccncc2)C[C@H]1N(C)C	49%[activator]
The list continues.
SMILES	ALOX12 inh
CN1C(=O)CC(C(=O)O)C12CCN(Cc1cscn1)CC2 (stereo unspecified)	-2%
N#C/C(=C\c1ccc(OCc2ccc(C#N)cc2)cc1)c1nc2ccccc2[nH]1	-1%
CC(C)N1C(=O)Cc2ccccc2C1C(=O)NCc1ccccc1 (stereo unspecified)	0%
CC(C)C[C@@H]1N[C@H](C(=O)N2CCN(C)CC2)Cc2cn(Cc3cccnc3)c3cccc1c23	34%[activator]
COC(=O)c1ccc(COc2ccc(/C=C(/CC(=O)O)c3nc4ccccc4s3)cc2)cc1	?
CC(C)=CCN1CCN(CCO)CC1	17%
Cc1ccccc1-n1nnnc1SCc1nc(N)c2ccccc2n1	19%
O=C(COc1ccccc1)Nc1nc(-c2ccc(Br)s2)ns1	-8%
COC(=O)[C@]12C[C@H](CC(=O)N3CCCCC3)C(=O)N(Cc3ccccc3)C1=C[C@H](C1CCCC1)O[C@@H]2C	0%

Source: PubChem BioAssay
